NALP1 yeast inh: inhibitors of NALP1 inflammasome in yeast; 0.61% of 280,000 active; S. cerevisiae NALP1/ASC/caspase-1 growth, X-gal OD620, 72 h; inhibition, % at 10 µM; in the data active = inhibition mostly above about 24%, no sharp cut-off; inactive = mostly below about 32%; also: some compounds called inactive have numbers as strong as hits
PHOSPHO1 inh: inhibitors of human PHOSPHO1 phosphatase; recombinant PHOSPHO1, absorbance phosphatase assay; inhibition, % at 13.3 µM; 1.1% of 290,000 active; in the data active = inhibition above about 60%
VIM-2 inhibitor: inhibitors of Pseudomonas aeruginosa VIM-2 metallo-beta-lactamase | purified VIM-2, nitrocefin hydrolysis, epi-absorbance fluorescence | inhibition, % at 5.6 µM | 0.89% of 290,000 active | AID 1527;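 active = inhibition above the mean of all tested compounds plus 3 SD, cutoff set per screening run, cut at about 7.5% in these data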;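 also: red hydrolysis product quenches plate fluorescence so inhibitors raise well fluorescence; 0% = enzyme with DMSO and 100% = DMSO without enzyme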
IDE inh: inhibitors of human insulin-degrading enzyme in cells | P14735 | HEK cells, FAbetaB cleavage, fluorescence polarization | inhibition, % at 5.59 µM | 0.41% of 320,000 active | AID 434962;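 active = percent inhibition above the average of all tested compounds plus 3 SD, set per screening campaign, cut at about 16% in these data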;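 also: IDE supplied by intact live HEK cells; FP after avidin binding of uncleaved biotin substrate so inhibition keeps polarization high; 0% = DMSO wells and 100% = 60 µM reference IDE inhibitor Ii1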
Target sequence (P14735 whole entry, looked up): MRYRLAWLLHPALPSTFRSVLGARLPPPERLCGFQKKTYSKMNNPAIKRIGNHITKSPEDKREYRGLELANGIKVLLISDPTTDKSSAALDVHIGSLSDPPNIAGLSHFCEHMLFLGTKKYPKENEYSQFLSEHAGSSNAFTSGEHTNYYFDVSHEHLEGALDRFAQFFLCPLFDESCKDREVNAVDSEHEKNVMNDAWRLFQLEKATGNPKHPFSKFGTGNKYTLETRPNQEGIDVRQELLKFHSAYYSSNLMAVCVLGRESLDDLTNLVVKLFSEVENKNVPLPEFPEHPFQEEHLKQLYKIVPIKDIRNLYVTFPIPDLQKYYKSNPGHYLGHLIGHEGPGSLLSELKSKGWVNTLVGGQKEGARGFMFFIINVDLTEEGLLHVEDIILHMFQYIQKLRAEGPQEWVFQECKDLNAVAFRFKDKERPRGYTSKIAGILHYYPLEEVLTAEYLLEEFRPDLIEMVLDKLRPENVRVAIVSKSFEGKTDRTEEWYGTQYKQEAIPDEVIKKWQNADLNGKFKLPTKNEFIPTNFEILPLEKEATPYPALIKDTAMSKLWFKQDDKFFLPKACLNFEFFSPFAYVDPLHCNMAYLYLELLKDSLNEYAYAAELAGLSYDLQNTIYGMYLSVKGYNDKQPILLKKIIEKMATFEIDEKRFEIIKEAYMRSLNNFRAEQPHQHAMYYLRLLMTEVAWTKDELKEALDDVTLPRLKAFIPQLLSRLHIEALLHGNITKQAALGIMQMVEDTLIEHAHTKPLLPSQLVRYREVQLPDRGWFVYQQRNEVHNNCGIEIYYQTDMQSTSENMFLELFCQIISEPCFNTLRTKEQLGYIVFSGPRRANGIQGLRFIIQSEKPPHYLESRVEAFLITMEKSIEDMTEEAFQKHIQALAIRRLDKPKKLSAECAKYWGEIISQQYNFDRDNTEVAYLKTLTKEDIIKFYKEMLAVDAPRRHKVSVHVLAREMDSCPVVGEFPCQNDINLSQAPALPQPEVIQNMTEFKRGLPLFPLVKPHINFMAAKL
IMP-1 inhibitor: blocks Pseudomonas aeruginosa IMP-1 metallo-beta-lactamase; purified IMP-1, nitrocefin hydrolysis, epi-absorbance fluorescence; inhibition, % at 5.6 µM; 0.45% of 290,000 active; AID 1556;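 active = inhibition above the mean plus 3 SD of all compounds in the same screening run, cut at about 4.5% in these data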;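 also: 0% = IMP-1 with DMSO and 100% = DMSO wells lacking enzyme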
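System: Purified recombinant IMP-1 metallo-beta-lactamase enzyme | Measured by: Fluorescence quenching readout, ex 480/em 530 nm | Replication: Singlicate | Incubation: 15 min preincubation plus 25 min reaction at 25 °C | Evaluation: Percent inhibition from optical density relative to buffer-blank wells | Benchmarks: DMSO with and without IMP-1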
IDE cell activ: boosts human insulin-degrading enzyme activity in HEK cells; activation, % at 5.96 µM; FAbeta-B cleavage, fluorescence polarization; 0% vehicle, 100% cell-free pure enzyme wells; P14735; 0.073% of 340,000 active;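 active = activation above the mean of all tested compounds plus 3 SD, set per screening campaign, cut at about 17% in these data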
GPR7 antag: antagonists of human GPR7 (neuropeptides B/W receptor 1) | P48145 | GPR7-expressing cells, fluorescence antagonist assay | inhibition, % at 4.4 µM | 1.1% of 290,000 active; in the data active = inhibition above about 16%, passing the limit was not always enough;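 also: cells stimulated with the agonist NPW; 0% = agonist with vehicle and 100% = vehicle without agonist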
pCIP destab: lowers stability of the mouse p/CIP coactivator protein | Q05BA5 | F442A p/CIP-EGFP cells, EGFP fluorescence, 16 h | decrease of EGFP signal, % at 10 µM | 0.01% of 290,000 active | AID 1984;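 active = EGFP signal decrease of at least 30% at 10 µM or well 3 SD below plate mean, unless failing retest; inactive = the rest, including hits failing retest or dose response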; also: some compounds called inactive have numbers as strong as hits; many of its hits are not listed in these tables
PfM18AAP inh: blocks P. falciparum M18 aspartyl aminopeptidase | AID 1822 | inhibition, % at 7.35 µM | 1.2% of 290,000 active | recombinant PfM18AAP, H-Glu-NHMec fluorogenic cleavage;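 active = inhibition above the campaign mean inhibition over all tested compounds plus 3 SD, cut at about 28% in these data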;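 also: 0% = plate median of test compound wells and 100% = 2 mM ZnCl2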
Starred values were filed as active, the others as inactive; nt = no result given.

NALP1 yeast inh	PHOSPHO1 inh	VIM-2 inhibitor	IDE inh	IMP-1 inhibitor	IDE cell activ	GPR7 antag	pCIP destab	PfM18AAP inh	Compound
-8	17	-2.2	1	-1.6	7	-8	3	5	CCC(OC(=O)c1ccco1)C(=O)NCc1ccc(C)cc1 (stereo unspecified)
11	-10	1.3	5	-1.0	8	-10	-9	-8	CCOC(=O)c1c(NC(=O)CSc2nnc(C)c(=O)[nH]2)sc2c1CCC2
19	6	-0.6	6	-0.6	2	3	1	6	CCCCc1cc(=O)oc2c(CN3CCN(C)CC3)c(O)ccc12
9	38	0.0	-4	-2.6	2	1	-12	-12	CN(CCCN1CCCCC1)C(=O)c1cc(COc2ccc(F)cc2F)on1
9	9	-2.4	0	-2.8	1	-3	-6	2	CCOC(=O)Cc1csc(NC(=O)c2ccc3ncsc3c2)n1
31	48	-1.5	-3	-0.9	1	-8	-2	-4	COc1cccc(CNCCO)c1OCc1ccccc1
25	1	-0.8	8	-1.7	-1	10	-5	14	CSc1ncccc1C(=O)OCC(=O)Nc1cc(C(F)(F)F)ccc1N1CCOCC1
17	3	-3.0	-1	-2.8	-2	5	1	-1	CC(C)OC(=O)c1cc2c(ccn2C)n1CC(=O)N(Cc1ccccc1)c1ccc(F)cc1
18	11	-2.3	3	-1.8	0	1	10	-13	O=C(Oc1cccc(NC(=O)c2ccco2)c1)c1cccc(S(=O)(=O)N2CCCCC2)c1
-4	-18	-1.0	1	-3.5	2	-6	0	-2	CCOC(=O)C1=NNC2(c3ccc(C)cc3)C(=O)N(c3ccc(Cl)cc3)C(=O)C12 (stereo unspecified)
2	-20	-0.8	5	-2.8	2	-7	0	2	C=CCn1c(COc2ccccc2F)nnc1SCC(=O)N1CC(=O)Nc2ccccc21
20	-14	-4.9	-2	-3.0	4	-11	-9	-8	O=C(NCc1ccccn1)C(=O)NCC1OCCN1S(=O)(=O)c1ccc(Cl)cc1 (stereo unspecified)
6	43	-1.1	-2	-0.3	0	-2	-2	2	COc1ccc(C(C)=O)cc1CSc1nc(C)cc(C)n1
6	11	2.4	3	-0.9	4	-3	-7	-1	COc1ccc(-c2nn(-c3ccccc3)cc2C(=O)N2CCOCC2)cc1
-14	31	-2.5	-5	-3.1	1	-9	-22	0	COc1cc(/C=N/NC(=O)c2ccncc2)ccc1OC(=O)c1cc(OC)c(OC)c(OC)c1
6	-8	-0.7	0	-0.3	0	-2	-9	2	Cc1ccc(S(=O)(=O)C(C#N)c2nc3ccccc3nc2N2CCCC2)cc1 (stereo unspecified)
-1	19	0.1	-3	0.7	4	0	6	-3	O=C(Nc1ccnn1C1CCN(C/C=C/c2ccc(F)cc2)CC1)C1CCCC1
24	31	nt	2	nt	1	nt	-7	nt	COc1ccc(C[C@H]2c3cc(O)c(OC)cc3CC[N+]2(C)[O-])cc1O (stereo partly specified)
-10	2	-3.4	-4	-2.9	2	-3	-10	-6	CCCc1cc(C(=O)NCCc2ccc(OC)c(OC)c2)no1
nt	44	nt	3	nt	7	nt	5	nt	Cc1cn(-c2cc(C(=O)Nc3ccc(C)c(NC(=O)C(=O)c4c[nH]c5ccccc45)c3)cc(C(F)(F)F)c2)cn1
-7	14	-4.1	0	-2.1	-1	16	-5	-6	O=C(COC(=O)Cc1cn2ccsc2n1)Nc1nc2ccccc2s1
nt	nt	-3.0	6	-2.1	-9	-4	nt	-2	CN(C)C(CNC(=O)CSc1nnc(-c2ccco2)o1)c1ccccc1 (stereo unspecified)
15	7	-3.3	2	-3.3	1	0	-15	-8	O=C(c1cc2nc(-c3ccco3)cc(C(F)(F)F)n2n1)N1CCCc2ccccc21
21	nt	0.9	-1	1.1	0	-7	-5	-12	CC1CN(CC(=O)NCc2ccccc2)CC(C)O1 (stereo unspecified)

6 entries from above, sorted by formula weight, largest number first.
NALP1 yeast inh	PHOSPHO1 inh	VIM-2 inhibitor	IDE inh	IMP-1 inhibitor	IDE cell activ	GPR7 antag	pCIP destab	PfM18AAP inh	Compound
nt	44	nt	3	nt	7	nt	5	nt	Cc1cn(-c2cc(C(=O)Nc3ccc(C)c(NC(=O)C(=O)c4c[nH]c5ccccc45)c3)cc(C(F)(F)F)c2)cn1
15	7	-3.3	2	-3.3	1	0	-15	-8	O=C(c1cc2nc(-c3ccco3)cc(C(F)(F)F)n2n1)N1CCCc2ccccc21
-1	19	0.1	-3	0.7	4	0	6	-3	O=C(Nc1ccnn1C1CCN(C/C=C/c2ccc(F)cc2)CC1)C1CCCC1
6	-8	-0.7	0	-0.3	0	-2	-9	2	Cc1ccc(S(=O)(=O)C(C#N)c2nc3ccccc3nc2N2CCCC2)cc1 (stereo unspecified)
nt	nt	-3.0	6	-2.1	-9	-4	nt	-2	CN(C)C(CNC(=O)CSc1nnc(-c2ccco2)o1)c1ccccc1 (stereo unspecified)
24	31	nt	2	nt	1	nt	-7	nt	COc1ccc(C[C@H]2c3cc(O)c(OC)cc3CC[N+]2(C)[O-])cc1O (stereo partly specified)

(listing goes on)
NALP1 yeast inh	PHOSPHO1 inh	VIM-2 inhibitor	IDE inh	IMP-1 inhibitor	IDE cell activ	GPR7 antag	pCIP destab	PfM18AAP inh	Compound
13	28	-2.8	-1	-4.8	5	-7	-1	10	COc1ccc(-n2c(=S)[nH]c3cc(C(=O)O)ccc3c2=O)cc1
-8	47	-3.6	7	-0.1	1	4	-1	2	COc1ccc(OCC(=O)Nc2ccc3c(c2)nc(CCNC(C)=O)n3C)cc1
0	-5	5.0	1	-2.0	-2	-3	0	14	CC(=O)N(C)c1ccc(N=Nc2c(C)[nH]n(C(N)=S)c2=O)cc1
10	-4	-1.6	0	-8.1	6	-15	-5	3	O=S(=O)(Nc1ccccc1Cl)c1ccc(F)cc1
-7	5	-2.6	2	-3.7	-3	0	2	11	CCn1c(CCn2c3ccccc3c3ccccc32)n[nH]c1=S
1	12	-2.1	-5	-2.7	nt	-15	-1	5	O=C(c1cccc([N+](=O)[O-])c1)c1ccc2c(c1)OCCOCCOCCOCCO2
10	1	-1.9	2	-1.9	3	5	5	3	Cc1cc(C)cc(NC(=O)C/C(N)=N/O)c1
1	32	-1.8	nt	-1.7	0	-5	-12	-7	COc1cc(/C=C2\SC(=O)N(Cc3ccc(F)cc3)C2=O)cc([N+](=O)[O-])c1O
-15	45	-1.4	1	-3.5	5	0	-5	6	O=C(Nc1ccc2nc(-c3ccccn3)c(-c3ccccn3)nc2c1)N1CCOCC1
-36	11	-4.9	2	-4.6	3	-16	-15	-3	Cc1cccc(C2N(c3nccs3)C(=O)C3CCCN32)c1 (stereo unspecified)
5	2	-2.5	5	-1.9	1	-12	-37	-1	Cc1cccc(/C=N/c2sc3c(c2C#N)CCN(Cc2ccccc2)C3)c1O
7	27	0.5	5	1.0	6	-10	-4	-8	CCOC(=O)c1c(C)n(C)c2ccc(OC)c(NC(=O)CN3CCC(C(=O)OCC)CC3)c12
14	12	-4.3	5	-4.2	6	-1	0	9	CN1C(=O)C(C)(C)c2cc(S(=O)(=O)N3CCC(C(=O)NCc4ccc(Cl)cc4)CC3)ccc21
18	-7	2.6	8	-1.5	-1	6	0	5	CS/C(=N\NC(N)=O)c1ccccc1
4	28	-1.3	-5	-3.4	4	0	3	8	O=C(c1cc(-c2ccccc2O)on1)N1CCCCCC1
5	16	-0.9	-3	-3.4	7	-1	-9	-10	O=C(OCc1nnc(-c2ccccc2)o1)c1cn(-c2ccccc2)nc1-c1ccccc1
21	16	2.4	0	-0.2	-3	-3	-4	-5	Cc1ccc(C(C(=O)NCC2CCCO2)N(C(=O)c2snc(C(N)=O)c2N)c2ccc(C)c(C)c2)o1 (stereo unspecified)
-5	-9	nt	2	nt	nt	nt	-9	nt	C=CCn1c(SCc2cc(=O)n3ccsc3n2)nc2sc(C)c(C)c2c1=O
6	25	-0.7	5	-2.1	2	0	-14	0	COc1ccc(C(=O)/C(C#N)=N/Nc2ccc([N+](=O)[O-])cc2)cc1
18	-3	-4.3	-1	-1.5	-2	-7	-9	-1	O=C(N/C(=C/c1cn(-c2ccccc2)nc1-c1ccccc1)C(=O)N1CCOCC1)c1ccc(Cl)cc1Cl
4	-19	-0.9	-1	-5.6	-1	0	-12	4	CCOc1ccccc1C(=O)Nc1nnc(C(C)C)s1
1	-3	-4.7	0	-5.7	-8	-13	10	-10	O=S(=O)(/N=C(/Nc1cc(N2CCOCC2)ncn1)c1ccccc1)c1ccccc1
9	20	-1.1	7	-4.6	16	-4	13	-2	COc1ccc(C(=O)NC2CCN(CC(=O)Nc3c(C)cccc3C)CC2)cc1OC
8	-4	0.4	6	0.1	4	3	2	-3	CC(=O)c1cccc(N2C(=NC(=O)C3CC3)SC3CS(=O)(=O)CC32)c1 (stereo unspecified)
9	-20	-1.0	-4	-5.2	-4	-10	-5	3	O=c1c2ccccc2nc(SCc2cccc(F)c2)n1Cc1ccco1
5	34	-1.8	0	-2.9	-2	-2	-22	9	COc1ccc2cc(CCNC(=O)c3ccco3)c(=O)[nH]c2c1
-12	20	-3.5	-3	-4.2	1	12	-11	0	O=C(O)c1c[nH]c2cc(C(F)(F)F)ccc2c1=O
22	7	-3.7	3	-2.4	5	4	-14	-8	COc1ccccc1N1CCN(C(=O)CCC(=O)Nc2nnc(CC(C)C)s2)CC1
12	48	-2.8	1	-2.8	10	-13	-19	-4	CCOC(=O)C1=C(C)Nc2ccccc2N=C1NC(=O)/C=C/c1ccc(OC)cc1OC
-5	30	-1.0	9	-6.0	6	-13	-13	2	Cc1nn(-c2ccc(Cl)cc2)c(N)c1C(O)(CSc1nccn1C)C(F)(F)F (stereo unspecified)

Bioassay records deposited in PubChem BioAssay by several laboratories.
